# Screening data as filed in PubChem BioAssay.
# Cardio protect – modulators protecting cardiomyocytes from myocardial damage. H9c2 cardiomyocytes, H2O2 injury protection, ATPLite, 2 h. protection from H2O2 cell death, % at 20 µM. 360,000 tested, 0.63% active. AID 588492;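 active = compounds giving at least 50% protection of heart cells from peroxide-induced death in the single-dose screen, raw or plate-pattern-corrected value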;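 also: 0% = DMSO wells with peroxide and 100% = DMSO wells without peroxide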
# ABCB6 inh MLPCN – inhibitors of human ABC transporter ABCB6; K562-ABCB6 porphyrin accumulation, flow cytometry, 1 h; stronger effect = lower value; 360,000 tested, 0.19% active; Q9NP58; AID 602162; fluorescence ratio to DMSO, % at 10 µM;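 active = fluorescence ratio to DMSO below 75%, the collection mean minus 3 SD; inconclusive = too few cells collected in the well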;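 also: signal is porphyrin accumulated inside mitochondria; 100% equals median channel fluorescence of DMSO control wells; lower ratio means ABCB6 inhibition with less porphyrin fluorescence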
# PDI turbidity – inhibitors of human protein disulfide isomerase | inhibition, % at 10 µM | 350,000 tested, 0.052% active | PDI insulin aggregation turbidity, A650, 90 min | AID 588391 | P07237;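 active = mean inhibition across replicates of 30% or more, whatever share of single replicates reach that level; inconclusive = mean inhibition below 30% while every single replicate reaches 30%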;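 also: absorbance from insulin aggregation driven by PDI reduction with DTT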
# Target sequence (P07237 whole entry, looked up): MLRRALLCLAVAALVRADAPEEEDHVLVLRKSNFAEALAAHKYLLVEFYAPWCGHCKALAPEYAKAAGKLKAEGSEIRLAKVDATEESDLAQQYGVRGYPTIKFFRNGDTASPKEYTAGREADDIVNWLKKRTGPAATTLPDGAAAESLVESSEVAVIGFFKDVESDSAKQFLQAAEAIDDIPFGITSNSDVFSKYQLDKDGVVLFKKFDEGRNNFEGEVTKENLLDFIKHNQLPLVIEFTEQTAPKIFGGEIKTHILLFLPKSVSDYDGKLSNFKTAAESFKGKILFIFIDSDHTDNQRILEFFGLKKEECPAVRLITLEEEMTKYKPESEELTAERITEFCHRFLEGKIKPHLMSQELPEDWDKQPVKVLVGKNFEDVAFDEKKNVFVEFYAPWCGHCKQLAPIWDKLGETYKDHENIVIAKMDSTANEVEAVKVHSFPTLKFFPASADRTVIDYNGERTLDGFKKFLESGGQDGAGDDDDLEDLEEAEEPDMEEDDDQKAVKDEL
# Granule exo inh – blocks lytic granule exocytosis. 360,000 tested, 0.66% active. TALL-104 LAMP-1 surface exposure, flow cytometry; cells stimulated with thapsigargin and PMA. inhibition, % at 10 µM;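 active = inhibition above about 55%, limit read from the data; inconclusive = no clear call, values can overlap the other calls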
# Vif imaging – blocks HIV Vif function; HEK293T cells, Vif self-association by quenched fluorescence, imaging, 24 h; inhibition, % at 7.49 µM; 340,000 tested, 0.35% active; in the data active = inhibition above about 50%, passing the limit was not always enough; inconclusive = no clear call, values can overlap the other calls; inactive = below about 31%; also: some results filed as inactive read as strong as hits
# N-glyco inh – blocks N-linked glycosylation in D54 reporter cells; reporter increase, % at 12.5 µM; AID 588692; 360,000 tested, 0.23% active; D54 ERlucT glycosylation luciferase reporter, 24 h; percent of 100 nM tunicamycin response;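 active = mean luciferase reporter signal, scaled so untreated is 0 and the glycosylation-blocking control 100, at or above a set limit in every replicate; inconclusive = mean reaches the limit but not every replicate does; inactive = mean below the limit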;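 also: luciferase carries N-glycosylation sites so blocking glycosylation raises the light; 0% = median of neutral control wells and 100% = median of 100 nM tunicamycin wells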
# aDG glyco act – alpha-DG glycosylation activation; AID 624168; 360,000 tested, 0.22% active; activation, % at 10 µM; Pro5-aDG cells, alpha-DG glycosylation AlphaScreen (IIH6); 0% Pro5, 100% B10-LARGE cell signal;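 active = activation of at least 8% versus controls, or a plate z-score of at least 8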;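 also: Pro5 are CHO cells carrying HIG-tagged alpha-DG that lacks glycosylation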
# hiPSC survival – hiPSC single-cell survival enhancement; ATPlite luminescence; 100% = ROCK inhibitor wells, 0% = DMSO; survival enhancement, % at 20 µM; 360,000 tested, 0.044% active; AID 602274; in the data active = survival enhancement above about 18%;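 also: cells exposed to compounds for 16 hours before the ATP read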
# CaV13 ICDI inh – Disruptors of the CACNA1D IQ motif to Ca2+-dependent inactivation inhibitor domain association, primary screening, Förster resonance energy transfer in intact living …. HEK cells, CFP/YFP FRET ICDI-IQ, plate reader, 10 min; percent FRET-ratio fall versus neutral wells. inhibition, % at 12.3 µM. 340,000 tested, 0.098% active. AID 743397;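 active = mean replicate inhibition of at least 30% and at least 1% of replicates passing that level; inconclusive = only one of the two criteria is met; inactive = neither criterion is met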;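 also: 0% = median of the neutral control wells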
# m5-HT2A agonist – agonists of mouse serotonin 5-HT2A receptor (HTR2A). CHO-K1 mHTR2A beta-arrestin complementation, luminescence; percent of 30 µM serotonin response. activation, % at 7.6 µM. 360,000 tested, 0.66% active. AID 624169;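 active = activation above a run cutoff, the mean activation of all tested compounds plus 3 SD, cut at about 14% in these data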;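 also: 0% = plate median of compound wells and 100% = 30 µM serotonin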
# Target sequence (P35363 whole entry, looked up): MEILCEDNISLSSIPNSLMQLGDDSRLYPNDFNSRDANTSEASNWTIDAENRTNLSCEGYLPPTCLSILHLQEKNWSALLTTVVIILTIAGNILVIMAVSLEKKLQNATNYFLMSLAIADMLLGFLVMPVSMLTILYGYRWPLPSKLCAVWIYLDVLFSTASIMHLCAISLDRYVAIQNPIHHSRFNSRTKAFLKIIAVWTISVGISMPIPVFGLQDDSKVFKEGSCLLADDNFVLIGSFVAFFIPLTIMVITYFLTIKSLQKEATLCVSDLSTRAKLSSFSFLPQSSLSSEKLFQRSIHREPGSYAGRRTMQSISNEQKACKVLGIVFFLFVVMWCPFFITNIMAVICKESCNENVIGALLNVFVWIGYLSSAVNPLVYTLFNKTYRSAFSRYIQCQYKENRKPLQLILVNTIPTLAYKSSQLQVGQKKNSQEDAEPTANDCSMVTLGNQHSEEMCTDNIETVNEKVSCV
# * marks the source's active call; other numbers are inactive results; ? = inconclusive; nt = not tested or not shown.
1: O=C(Cc1ccc(S(=O)(=O)N2CCCCC2)s1)Nc1ccc(F)cc1F
2: CCC(C(=O)Nc1cc(C)on1)c1ccccc1 (stereo not given)
3: CCc1c(C)nc2ncnn2c1N1CCC(C(=O)NCc2cccc(OC)c2)CC1
4: Cc1cnc(C(=O)OCC(=O)NCCCc2ccccc2)cn1
5: Cc1ccccc1-n1ncc2c(SCC(=O)N3c4ccccc4CC3C)ncnc21 (stereo not given)
6: CCc1nn(CCCC(=O)NCc2ccco2)c(=O)c2cc3occc3n12
assay / entry	1	2	3	4	5	6
PDI turbidity	-1	10	-3	13	-2	7
ABCB6 inh MLPCN	101	91	99	103	97	96
Vif imaging	-1	6	-9	-3	-7	0
hiPSC survival	-1.0	-3.7	5.8	4.4	1.9	-0.3
N-glyco inh	-1	3	0	1	-6	6
Granule exo inh	2	-3	0	0	0	-1
Cardio protect	-8	6	-7	-4	-2	-4
CaV13 ICDI inh	-4	-4	-8	12	-7	-5
m5-HT2A agonist	-1	2	2	-1	-1	1
aDG glyco act	0.1	0.3	0.1	-0.1	0.5	0.5

7: O=C(Nc1nnc(CCS(=O)(=O)c2ccc3ccccc3c2)s1)c1cccs1
8: CCCNC(=O)[C@H](Cc1c[nH]c2ccccc12)NC(=O)c1ccccc1Cl
9: Cc1ncoc1C(=O)N1CCCC(C(=O)c2ccc(-c3ccccc3)cc2)C1 (stereo not given)
10: COc1cc2c(C(=O)N(C)c3cc(Cl)ccc3OC)cn(C)c(=O)c2cc1OC
11: Cc1ccc(C(=O)N/C(=C\c2ccc(-c3cccc([N+](=O)[O-])c3)o2)C(=O)NC(C)(C)C)cc1
12: CCOC(=O)c1sc(NC(=O)c2cccs2)cc1C
assay / entry	7	8	9	10	11	12
PDI turbidity	-1	11	1	1	4	2
ABCB6 inh MLPCN	113	103	102	97	99	93
Vif imaging	-1	3	-1	-4	-8	37
hiPSC survival	4.9	-0.4	-2.6	-0.7	0.8	-3.7
N-glyco inh	2	1	-2	2	-5	-11
Granule exo inh	-1	-2	-3	-6	-7	-5
Cardio protect	-2	7	-1	5	23	-25
CaV13 ICDI inh	-3	-4	2	-1	-2	-5
m5-HT2A agonist	-2	0	-2	-2	7	2
aDG glyco act	-0.2	-0.4	0.4	-0.1	-0.3	0.1

13: Cc1ccccc1NC(=O)CN1CCN(C(=O)c2ccco2)CC1
14: Cc1ccccc1NC(=O)CCN1C(=O)CSC1=O
15: Cc1nnc(SCc2cn3ccsc3n2)n(N)c1=O
16: O=C(Cc1ccc2cccnc2c1)c1ccc(O)cc1O
17: COc1ccc2sc(-c3ccc(S(C)(=O)=O)cc3)c(C(=O)NCCc3c[nH]c4ccccc34)c2c1
18: CCCCNC(=O)C1(C)CCN1C(=O)c1cc(-c2cccs2)oc1C (stereo not given)
assay / entry	13	14	15	16	17	18
PDI turbidity	-11	0	-5	8	5	-24
ABCB6 inh MLPCN	98	93	97	100	94	96
Vif imaging	19	33	-1	-8	-3	-7
hiPSC survival	0.0	-0.2	2.1	2.1	-1.7	-0.4
N-glyco inh	-1	1	0	-2	-5	15
Granule exo inh	11	-1	2	5	18	1
Cardio protect	2	8	7	-3	27	-3
CaV13 ICDI inh	-6	-6	nt	-8	-5	-6
m5-HT2A agonist	13	1	2	0	4	1
aDG glyco act	0.0	0.2	0.0	-0.2	-0.5	0.3

# Values by screen from above.
# Entries 9–15 in ABCB6 inh MLPCN read 102, 97, 99, 93, 98, 93, 97
# Entries 9–15 in PDI turbidity read 1, 1, 4, 2, -11, 0, -5

# More entries:
19: Cc1ccc(S(=O)(=O)CCC(=O)O)cc1C
20: CCOC(=O)CN(C(=O)CSc1nnc(-c2ccc(OC)c(OC)c2)o1)c1ccc(F)cc1
21: O=C(CN1CCC(n2nnc3cc(C(F)(F)F)ccc32)CC1)Nc1ccc2c(c1)CCC2
22: CC(=O)N(Cc1ccc(Br)cc1)c1cccc(C)c1C
23: c1ccc(NNC2=NCCS2)cc1
24: CN1CCN(c2ccc(CNC(=O)c3ccc(-c4cnn(C)c4)c4ccoc34)cc2)CC1
assay / entry	19	20	21	22	23	24
PDI turbidity	0	-12	1	-3	8	1
ABCB6 inh MLPCN	101	96	97	91	100	97
Vif imaging	0	-5	-11	-4	-2	11
hiPSC survival	-1.1	-1.5	-1.7	0.1	-0.4	0.3
N-glyco inh	2	-1	-1	2	2	-2
Granule exo inh	0	5	4	-1	0	12
Cardio protect	0	3	0	2	-7	12
CaV13 ICDI inh	nt	-4	nt	-5	-18	-10
m5-HT2A agonist	8	3	-4	-1	1	-6
aDG glyco act	-0.1	0.1	1.4	0.1	0.3	0.0

25: COc1ccc(S(=O)(=O)N/N=C(/C)c2ccncc2)cc1
26: COc1ccc(S(=O)(=O)Nc2ccc3c(c2)OCO3)cc1Cl
27: COc1cccc(OC)c1C(=O)Nc1cccc(-c2nc3ccccc3[nH]2)c1
28: O=C(Cc1ccc([N+](=O)[O-])cc1)NCC1CCCO1 (stereo not given)
29: Nc1c(C(=O)O)sc2nc(-c3ccc(F)cc3)cc(-c3ccccc3)c12
30: COc1ccc(-c2nnc(NC(=O)C(C)C)o2)cc1
assay / entry	25	26	27	28	29	30
PDI turbidity	-8	1	0	0	-8	-3
ABCB6 inh MLPCN	103	115	99	94	107	101
Vif imaging	6	?	-2	-5	-5	13
hiPSC survival	-0.4	11	0.4	-0.1	1.3	0.7
N-glyco inh	0	-1	-1	2	0	1
Granule exo inh	-6	0	-4	2	1	2
Cardio protect	-1	-7	-4	4	6	5
CaV13 ICDI inh	-7	nt	6	-4	-4	-7
m5-HT2A agonist	3	2	-5	-6	-7	-3
aDG glyco act	0.0	-0.4	-0.1	-0.2	-0.1	3.6

# An excerpt from above in order of their number in m5-HT2A agonist, ascending.
nr | SMILES | m5-HT2A agonist
29 | Nc1c(C(=O)O)sc2nc(-c3ccc(F)cc3)cc(-c3ccccc3)c12 | -7
28 | O=C(Cc1ccc([N+](=O)[O-])cc1)NCC1CCCO1 (stereo not given) | -6
27 | COc1cccc(OC)c1C(=O)Nc1cccc(-c2nc3ccccc3[nH]2)c1 | -5
30 | COc1ccc(-c2nnc(NC(=O)C(C)C)o2)cc1 | -3
26 | COc1ccc(S(=O)(=O)Nc2ccc3c(c2)OCO3)cc1Cl | 2

# (listing goes on)
31: O=C(N/N=C/c1c[nH]c2ccccc12)c1cc(-c2ccc(-c3ccccc3)cc2)n[nH]1
32: Cc1cc(NC(=O)COc2ccccc2C(N)=O)no1
33: CN[C@H]1C[C@H]2c3cc(N4CCN(C)CC4)ccc3CCN2C(=O)[C@H]1[C@H](C)O
34: CCOc1ccc(-c2cc(NC(=O)c3c(F)cccc3F)c(C(=O)O)s2)cc1
35: COc1ccc(OC)c(NC(=O)c2cc(S(=O)(=O)NCc3ccco3)ccc2F)c1
36: Cc1cc(F)cc(-c2cc(C(=O)NCc3ccccn3)[nH]n2)c1
assay / entry	31	32	33	34	35	36
PDI turbidity	7	-3	-3	7	3	4
ABCB6 inh MLPCN	99	93	105	94	97	103
Vif imaging	20	-9	nt	-3	-4	nt
hiPSC survival	-5.7	-1.5	-1.7	-0.5	-0.7	-1.6
N-glyco inh	9	-1	2	1	0	3
Granule exo inh	1	0	-4	-11	4	-1
Cardio protect	3	2	1	0	-3	0
CaV13 ICDI inh	-4	-8	-3	-17	-9	-4
m5-HT2A agonist	-3	1	2	-7	0	6
aDG glyco act	-0.7	0.0	-0.4	0.1	0.1	0.4

37: O=C(C1=C[C@H](c2csc3ccccc23)C[C@H](OCc2ccc(CO)cc2)O1)N1CCN(Cc2ccccc2)CC1
38: CNC(=S)N(CCc1c(C)[nH]c2ccc(Cl)cc12)Cc1cc(OC)c(OC)c(OC)c1
39: COc1cccc(C(=O)Nc2c3c(nc4c2CCC4)CCCC3)c1
40: S=C(NCCCN1CCOCC1)N(Cc1ccccc1)Cc1ccccc1
41: Cc1occc(=O)c1OCc1c(F)cccc1Cl
42: Cc1c(NC(=S)NC(=O)c2ccco2)cccc1-c1nc2ncccc2o1
assay / entry	37	38	39	40	41	42
PDI turbidity	18	14	-4	6	3	-6
ABCB6 inh MLPCN	92	98	100	96	101	99
Vif imaging	2	1	5	-18	-3	1
hiPSC survival	-0.2	-0.2	-0.5	1.2	-0.6	3.5
N-glyco inh	-3	-1	1	-1	1	0
Granule exo inh	12	13	0	0	-2	0
Cardio protect	6	23	-4	3	5	-4
CaV13 ICDI inh	-7	-5	-5	-4	4	-4
m5-HT2A agonist	-1	-5	-8	-3	7	3
aDG glyco act	-0.2	-0.1	0.3	0.1	-0.2	1.9

43: Clc1ccc(Cl)c(-c2nc(-c3ccncc3)no2)c1
44: COc1ccc(NC(=O)c2cccc(N3C(=O)c4ccc(C(=O)Nc5ccc(OC)c(O)c5)cc4C3=O)c2)cc1O
45: Cc1cc(S(=O)(=O)Nc2ccc(C(=O)NCC(c3ccco3)N(C)C)cc2)ccc1F (stereo not given)
46: CC(C)c1ccc(NC(=O)Nc2cnccn2)cc1
47: CCOc1ccc(OCCCC(=O)NCCc2ccc(OC)cc2)cc1
48: COc1ccccc1CNC(=O)COC(=O)c1nc(Cl)ccc1Cl
assay / entry	43	44	45	46	47	48
PDI turbidity	0	-5	-3	-1	-10	-5
ABCB6 inh MLPCN	98	97	104	95	93	103
Vif imaging	?	1	3	-7	-1	-5
hiPSC survival	-0.3	-0.6	-0.4	-0.3	-0.5	-0.3
N-glyco inh	0	-3	-2	11	-2	1
Granule exo inh	4	-6	-2	0	-2	-3
Cardio protect	-1	-10	0	-11	-1	1
CaV13 ICDI inh	-21	nt	-6	-1	-5	-2
m5-HT2A agonist	3	4	-14	-4	3	5
aDG glyco act	0.0	-0.4	0.2	-0.3	-0.3	-0.2

49: C[C@@H]1c2ccccc2N2C[C@H](Cc3ccc(C(=O)c4ccccc4)cc3)C[C@@H]12
50: CC1(C)CC(=O)C=C(c2n[nH]nc2C2CC2)C1
51: O=C(c1cc(Cl)ccc1O)N1CCN(S(=O)(=O)c2cccs2)CC1
52: Cc1cccc(NC(=O)CN2C(=O)N/C(=C/c3ccc(C)o3)C2=O)c1
53: CC1=NN(C(=O)c2ccccc2-n2cccc2)C(O)(C(F)(F)F)C1 (stereo not given)
54: Cc1cc(NC(=O)[C@H](C)NC(=O)c2ccco2)ccc1Br
55: CCOc1ccc(-c2[nH]nc3c2C(c2ccc4c(c2)OCO4)C(C#N)=C(N)O3)cc1OC (stereo not given)
56: CC(C)Cn1c(=O)[nH]c(=O)c2c(C(F)(F)F)cc(-c3ccccc3)nc21
assay / entry	49	50	51	52	53	54	55	56
PDI turbidity	-9	5	3	8	5	-6	-11	-8
ABCB6 inh MLPCN	95	112	95	103	98	94	97	96
Vif imaging	-4	0	-3	-1	-9	-1	3	6
hiPSC survival	-0.2	-2.1	-0.1	1.3	-0.6	0.0	-0.2	1.1
N-glyco inh	-1	0	0	3	2	0	4	3
Granule exo inh	6	2	1	85*	-2	-5	3	2
Cardio protect	-24	1	-1	-5	5	-6	22	-1
CaV13 ICDI inh	-3	-6	-6	-5	1	-19	nt	-2
m5-HT2A agonist	16*	3	6	0	1	-2	2	-4
aDG glyco act	-0.1	1.0	-0.2	-0.3	0.0	0.0	-0.1	0.2
